PPC-1+TRAIL kill = kills PPC-1 cancer cells in the presence of TRAIL | hit rate 0.41% among 220,000 | cell killing (% activity), % at 4 µM | PPC-1 cells + TRAIL, ATPLite viability luminescence;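 active = cell killing above 50% in the first pass at 4 µM, then a duplicate retest at 5 µM averaging 50% or more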;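 note: plate controls were cells with TRAIL plus DMSO for no effect and medium-only wells lacking cells for full effect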
CHOP inhibitor = CHOP inhibition in unfolded protein response | CHO-K1 CHOP-promoter luciferase, tunicamycin-induced, 15-18 h | inhibition, % at 10 µM | hit rate 3.8% among 220,000;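 active = compounds that reduced the stress-induced luciferase reporter signal by more than about 70% of percent inhibition, limit read from the data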;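 note: 0% = tunicamycin plus vehicle and 100% = wells without tunicamycin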
BaF3 parental = reduces parental Ba/F3 cell viability, JAK2V617F counter-screen; CellTiter-Glo ATP luminescence; inhibition, % at 5.6 µM; hit rate 1.1% among 220,000;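 active = inhibition above a per-campaign cutoff, the mean inhibition of all tested compounds plus 3 SD, cut at about 27% in these data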;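 note: 0% = DMSO wells and 100% = JAK Inhibitor I control wells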
TNF necrop inh = TNF-alpha cell death inhibition in Jurkat FADD-/- cells; Jurkat FADD-/- TNF necroptosis rescue, ATP luminescence, 24 h; 0 = TNF only, 100 = no-TNF cells; activation (protection from cell death), % at 10 µM; hit rate 0.068% among 220,000;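 active = activation, meaning protection from cell death, of at least 50% relative to plate controls; inactive = activation below 50%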;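 note: necroptosis triggered by 40 ng/mL TNF-alpha added together with compound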
RBBP9 inh = human RBBP9 hydrolase inhibition; O75884; recombinant RBBP9, FP-Rh probe fluorescence polarization; inhibition, % at 7.94 µM; hit rate 0.2% among 220,000;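 active = inhibition above the campaign mean of all tested compounds plus 3 SD, cut at about 14% in these data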;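 note: plate controls were DMSO wells with RBBP9 for no effect and wells lacking RBBP9 protein for full effect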
Target sequence (O75884 whole entry, looked up): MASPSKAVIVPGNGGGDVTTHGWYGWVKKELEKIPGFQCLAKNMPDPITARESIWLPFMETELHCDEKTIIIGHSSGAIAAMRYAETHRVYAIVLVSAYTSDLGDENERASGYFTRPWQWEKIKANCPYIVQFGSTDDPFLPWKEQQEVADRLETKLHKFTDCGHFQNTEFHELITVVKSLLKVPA
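Test system – recombinant human RBBP9 · Input – RBBP9 2.5 µM in dispensing solution, pre-mixing · Medium – Tris buffer pH 8.0, NaCl, Pluronic · Schedule – preincubation 30 min plus labeling 45 min at 25 °C · Measured by – fluorescence polarization · Measure – % inhibition · Controls – DMSO and no-protein wells · Replicates – one well per compound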
Wee1 degr inh = inhibitors of human Wee1 degradation. hit rate 1.2% among 220,000. HeLa Luc-Wee1K328M stability, luciferase luminescence; 100% = proteasome inhibitor MG132 effect. reporter increase, % at 5 µM. P30291. AID 1321;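 active = activation above the mean of all tested compounds plus 3 SD, set per screening run, cut at about 8.8% in these data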;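 note: cells exposed to compound for 20 h before luminescence read; 0% = DMSO alone and 100% = MG132 at 30 µM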
Target sequence (P30291 whole entry K328M): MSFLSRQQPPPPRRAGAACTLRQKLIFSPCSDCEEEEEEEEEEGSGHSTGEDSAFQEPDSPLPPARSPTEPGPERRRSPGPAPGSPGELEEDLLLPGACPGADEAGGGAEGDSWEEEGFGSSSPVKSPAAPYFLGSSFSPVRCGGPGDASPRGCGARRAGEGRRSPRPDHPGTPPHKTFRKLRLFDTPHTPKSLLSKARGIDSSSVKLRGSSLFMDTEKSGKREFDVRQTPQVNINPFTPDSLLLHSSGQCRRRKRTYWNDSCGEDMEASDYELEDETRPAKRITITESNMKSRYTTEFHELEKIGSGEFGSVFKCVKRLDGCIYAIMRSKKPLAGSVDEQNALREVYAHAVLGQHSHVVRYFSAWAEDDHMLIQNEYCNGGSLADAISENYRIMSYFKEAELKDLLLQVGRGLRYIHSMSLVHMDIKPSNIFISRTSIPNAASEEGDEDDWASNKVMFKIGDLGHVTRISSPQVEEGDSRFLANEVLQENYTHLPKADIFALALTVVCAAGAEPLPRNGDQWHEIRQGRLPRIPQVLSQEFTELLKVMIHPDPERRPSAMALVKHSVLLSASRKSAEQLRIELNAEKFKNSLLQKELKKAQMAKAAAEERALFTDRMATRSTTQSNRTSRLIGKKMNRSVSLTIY
TRPML3 agonist = human mucolipin-3 channel agonism; HEK293 TRPML3-YFP, Fluo-8 calcium fluorescence; 100% = the carbachol control signal; activation, % at 3 µM; hit rate 0.29% among 220,000;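 active = activation above its plate's cutoff, the mean activation of the plate's test wells plus 3 SD, cut at about 12% in these data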;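 note: 0% = DMSO only wells and 100% = carbachol wells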
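Test system – HEK293 line with stable expression of human TRPML3-YFP channel · Control set – carbachol 87 µM final as high control (100%), DMSO as low control (0%) · Signal – Fluo-8 calcium dye fluorescence, ex 470-495, em 515-575 nm · Incubation – 1-h 37 °C dye load, 5-s basal, 120-s post-compound reads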
Ba/F3 V617F tox = reduce viability of Ba/F3 cells dependent on JAK2V617F | Ba/F3 EpoR-JAK2V617F viability, ATP luminescence | inhibition, % at 5.6 µM | hit rate 1.1% among 220,000;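 active = inhibition above the campaign mean plus 3 SD over all tested compounds, cut at about 24% in these data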;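 note: cytokine-independent growth of Ba/F3 cells driven by EpoR plus mutant JAK2; 0% = DMSO-treated cells and 100% = JAK inhibitor I control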
zfTRPN1 agonist = zebrafish TRPN1 (NompC) channel agonism. AID 1424. activation, % at 3 µM. HEK293 zebrafish TRPN1-YFP, Fluo-8 calcium fluorescence; 100% = response to 87 µM carbachol. hit rate 0.18% among 220,000;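 active = activation above its plate's cutoff, the mean activation of test wells on that plate plus 3 SD, cut at about 19% in these data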;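 note: 0% = DMSO alone and 100% = 87 µM carbachol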
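Assay system: Zebrafish TRPN1-YFP in HEK293 cells | Incubation: Dye loading 1 h at 37 °C, then 30 min room temperature | Measured by: Kinetic Fluo-8 fluorescence, ex 470-495, em 515-575 nm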
Starred values were filed as active, the others as inactive; · = no result given; [ ] = remark or other dose.

no.	structure	Ba/F3 V617F tox	PPC-1+TRAIL kill	TNF necrop inh	TRPML3 agonist	Wee1 degr inh	CHOP inhibitor	zfTRPN1 agonist	BaF3 parental	RBBP9 inh
1	O=S(=O)(Cc1ccccc1)N1CCN(c2ccccc2)CC1	-1	3	7.1	-0.1	2	-15	-1.1	-1	7
2	O=C1CSC(=Nc2ccccc2[N+](=O)[O-])N1	5	-8	-0.2	-0.4	-2	7	0.9	7	-1
3	O=C(O)C12CC3CC(C1)CC(n1ncc(N4CCN(c5ccccc5)CC4)c(Cl)c1=O)(C3)C2	3	5	2.3	0.8	4	11	0.4	9	-8
4	CC(=O)Nc1ccc(OCCC[n+]2cccc(C(=O)[O-])c2)cc1	5	21	-0.7	1.9	-2	-4	0.6	9	0
5	CC(=O)N1CCN(c2cccc(C)c2C)CC1	-1	-15	-1.7	0.1	-2	35	1.1	4	-5
6	O=C(O)Cc1sc(-c2ccc(Cl)cc2)nc1-c1ccccc1	-6	13	-4.1	-0.2	1	0	-0.6	-4	-3
7	N#CCCN(Cc1ccccc1)C(=S)Nc1ccccc1	-2	17	0.6	-0.1	3	-1	-1.0	5	-6
8	Cc1ccc(S(=O)(=O)NC2=NCCC2)cc1	-2	15	-2.7	0.0	-3	15	-1.0	3	0
9	CCOC(=O)c1ccc(NC(=O)CSC2=NC(=O)C(CC)C(=O)N2)cc1 (configuration not stated)	0	28	-1.6	0.1	5	-9	1.3	4	-3
10	CC1CC(C)(C)NC(=S)N1CCC(=O)N1c2ccccc2CC1C (configuration not stated)	-4	3	1.3	0.3	-2	4	0.3	3	2
11	CC1(C)CC(=O)C=C(C(=O)N2CCCC(CCC(=O)NCc3ccccc3F)C2)O1 (configuration not stated)	-1	8	1.3	0.4	1	25	-0.4	2	-2
12	CC(=O)c1ccc(OC(C)C)c(Cc2c(O)nc(N)[nH]c2=O)c1	-3	12	1.8	0.7	2	24	-0.3	4	-7
13	O=C(O)CCCN1C(=O)/C(=C\c2ccco2)SC1=S	-3	2	-0.4	0.2	-1	60	0.8	2	-7
14	CC(C)C(C(=O)C=[N+]=[N-])N1C(=O)c2ccccc2C1=O (configuration not stated)	-6	-2	-3.1	0.1	1	-24	-0.2	0	5
15	N#CC1=C2SCN(c3ccc(F)cc3)CN2C(=O)CC1c1cccc(F)c1 (configuration not stated)	-2	5	-1.6	0.4	3	53	0.9	2	3
16	CCOc1cc(S(=O)(=O)NCc2ccccc2)c(OCC)cc1-n1cnnn1	5	·	0.3	-0.8	1	·	-0.5	9	-5
17	Cc1cc(O)c(/C=N/Nc2ccccc2)c(=O)o1	3	25	-4.6	0.1	0	30	0.5	7	-4
18	O=C(Nc1nc2ccc(F)cc2s1)c1ccccn1	6	60*[5 µM]	-11	2.7	0	81*	2.9	13	-1
19	Cc1ccccc1NC(=O)c1cc(S(=O)(=O)N2CCCCC2)cs1	-1	-16	0.7	0.2	1	14	-0.2	6	0
20	CCSc1nnc(NC(=O)CN(C)S(=O)(=O)c2ccc(F)cc2)s1	-1	5	0.0	-0.5	-3	-7	-0.7	-1	-2
21	CCc1nn(C(C)C(=O)Nc2cccc(C)c2C)c(=O)c2cc3occc3n12 (configuration not stated)	-4	9	0.0	-0.4	0	12	-0.9	4	-5
22	COc1ccccc1C(=O)Nc1ccc(-c2nnn(CC(=O)N3CCOCC3)n2)cc1	-1	16	0.5	1.0	1	0	1.0	5	-6
23	COc1ccccc1N(CC(=O)NC1CCCCC1)S(=O)(=O)c1cccs1	1	18	2.4	1.3	9.9*	2	-0.4	-7	2
24	Cc1cccc(NC2=C(Cl)C(=O)OC2OC(=O)c2ccco2)c1 (configuration not stated)	-2	5	-0.8	-0.2	-1	13	-0.7	-3	-1
25	COc1ccc(C(Nc2ccccn2)c2oc(CO)cc(=O)c2O)cc1 (configuration not stated)	4	33	1.5	0.5	-2	-3	0.5	1	-8
26	COC(=O)C1=C(C)N(C2CCCC2)C(=O)C1(NC(C)=O)C(F)(F)F (configuration not stated)	-3	-3	-0.4	-0.6	5	11	1.5	-1	0
27	CN(n1cnc2ccccc2c1=O)S(C)(=O)=O	1	-13	-0.9	0.6	1	-1	0.4	-8	-4
28	Cc1cc(C)c(C)c(S(=O)(=O)Nc2ccccc2C(=O)NCCCN2CCOCC2)c1C	6	6	1.7	1.3	-2	12	-0.6	10	3
29	c1ccc(CCNC2=NCCCS2)cc1	-4	30	-1.9	0.6	0	23	0.1	1	-1
30	CCc1ccc(C2CC(=O)N3CN(c4ccccc4)CSC3=C2C#N)cc1 (configuration not stated)	3	4	1.2	-0.4	-2	-22	0.5	-1	-11

Structures from the list above containing a thiophene ring, fused or not:
no.	structure	Ba/F3 V617F tox	PPC-1+TRAIL kill	TNF necrop inh	TRPML3 agonist	Wee1 degr inh	CHOP inhibitor	zfTRPN1 agonist	BaF3 parental	RBBP9 inh
19	Cc1ccccc1NC(=O)c1cc(S(=O)(=O)N2CCCCC2)cs1	-1	-16	0.7	0.2	1	14	-0.2	6	0
23	COc1ccccc1N(CC(=O)NC1CCCCC1)S(=O)(=O)c1cccs1	1	18	2.4	1.3	9.9*	2	-0.4	-7	2

(listing goes on)
no.	structure	Ba/F3 V617F tox	PPC-1+TRAIL kill	TNF necrop inh	TRPML3 agonist	Wee1 degr inh	CHOP inhibitor	zfTRPN1 agonist	BaF3 parental	RBBP9 inh
31	CC(=O)NCCc1ccc(S(=O)(=O)N(C)C2CCS(=O)(=O)C2)cc1 (configuration not stated)	-1	8	1.1	0.9	0	-3	0.7	5	-8
32	CCOC(=O)c1c(NC(=O)CSc2nnc(CNc3ccc(F)cc3)o2)sc(C(C)=O)c1C	-5	-1	-3.7	0.2	3	31	-0.3	1	-8
33	N#Cc1c(N2CCN(C(=O)c3ccccc3Cl)CC2)nc(-c2ccccc2)c2c1CCCC2	2	10	-2.7	0.8	0	5	2.1	4	-8
34	COC(=O)c1ccc(-n2nnnc2SCC(=O)Nc2ccccc2C(=O)OC)cc1	3	6	-4.0	1.1	5	30	-0.4	-1	-1
35	O=C(O)/C=C/c1cn(Cc2ccccc2Cl)nc1-c1ccccc1	6	18	1.6	1.1	1	2	1.0	4	-8
36	CC1(NC(=O)COc2ccccc2-c2ccccc2)CCS(=O)(=O)C1 (configuration not stated)	-1	-3	-0.2	0.2	-3	27	-1.1	6	0
37	CCCc1cc(C(=O)Nc2cc(C)on2)no1	-2	16	0.0	1.4	-1	19	0.9	1	-7
38	CC(=O)OC1OCCOC1NC(=S)NCc1ccco1 (configuration not stated)	-2	7	0.5	0.1	1	-18	0.7	2	-7
39	Nc1nonc1-n1nnc(C(=O)N/N=C/c2c(Cl)cccc2Cl)c1CSC1=NCCS1	2	11	-0.1	0.1	2	30	-0.7	-3	7
40	O=c1c2ccccc2nnn1CSc1nnc(-c2cccs2)n1Cc1ccccc1	-2	13	-2.1	-0.6	-2	·	-0.4	1	-12
41	O=C(C[n+]1ccn(CCCNP2(=O)C=C(c3ccccc3)OC(c3ccccc3)=C2)c1)c1cccs1	-2	6	1.2	0.3	-1	10	0.1	-2	-10
42	COC(=O)c1ccsc1NC(=O)CN1CCN(c2ccc(F)cc2)CC1	3	8	2.1	-0.5	-2	5	-1.1	-2	7
43	COC(=O)CC(=O)CSc1nc(C)cc(C)c1C#N	2	15	-2.3	0.7	-1	0	-0.6	1	-9
44	COc1ccc(OCC(O)CNC(=O)c2ccc(Br)cc2)cc1 (configuration not stated)	-2	-9	-1.5	-1.2	0	13	-1.8	3	-7
45	O=C(COC(=O)c1ccncc1)c1ccc(Br)cc1	-3	-16	0.5	-0.1	0	-8	-0.3	5	3
46	COc1ccc(CCN2C(=O)CS/C2=N/NC(=O)c2ccccc2F)cc1OC	-1	-4	0.5	0.3	0	-11	0.7	2	-7
47	CCNc1cc2n(c(=O)n1)CCc1cc(OC)c(OC)cc1-2	-1	8	-1.2	0.4	-1	-8	0.9	1	2
48	Clc1ccccc1-c1nnc(-c2cccs2)o1	-1	28	-0.7	0.0	10*	-7	-1.7	7	-2
49	CC1Cc2ccccc2N1c1ncnc2c1nnn2Cc1ccccc1Cl (configuration not stated)	-2	6	-2.0	0.2	1	2	-0.5	-2	-7
50	CCCc1cc(N2CCCC(C(=O)NCc3ccc4c(c3)OCO4)C2)n2ncnc2n1 (configuration not stated)	0	23	2.5	-0.1	0	21	-1.4	4	-4
51	Oc1cccnc1CCc1ccccc1	-4	3	0.9	0.5	8	-18	-0.1	4	9
52	CCc1nc(SCc2cccnc2)c(C#N)cc1C	3	-5	-1.2	-0.9	-2	13	-1.6	4	-8
53	O=C(O)CN=C1NC2(CCCCC2)Cc2ccccc21	-2	22	-0.4	0.8	-3	-7	0.1	0	-7
54	CCc1nc(SCC(=O)c2c[nH]c3ccccc23)n[nH]1	-3	3	-0.3	-0.3	-2	-9	-2.0	-5	5
55	CCN1CCN(c2nc(C)nc3c2sc(=S)n3C)CC1	3	13	3.7	0.5	0	36	0.4	2	-6
56	CC(/C=C/c1ccc2c(c1)OCO2)=N/NC(=O)COc1ccc(C)cc1	-1	13	0.7	0.7	-3	66	-0.3	1	1
57	COc1cccc(Cn2cnc3c(N)c(C)c(C)cc32)c1	2	3	-2.0	0.1	0	29	-0.1	2	-9

Screening data as filed in PubChem.
